# Assay outcomes (PubChem BioAssay)
# POLB inh – inhibitors of human DNA polymerase beta; P06746; Pol beta primer extension/strand displacement, fluorescence kinetic; Potency, µM (titrated, usually from 114 µM), for the others: at the top dose activity change, negative = inhibition, most hits filed as inhibitors; 340,000 compounds, 1.3% hits; AID 485314; note: % is set by controls: 0 for no effect and ±100 for the full control effect
#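 Enzyme-only controls used 10 nM Pol beta; buffer lacking enzyme served as negative control. Compound preincubated 15 min, then 50 nM substrate added; 0 and 10 min reads at room temperature.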
# BAZ2B block – blocks human BAZ2B | AlphaScreen BAZ2B-H3K14Ac peptide displacement | Potency, µM (series often up to 114 µM), inactives show at the highest dose activity change, negative = inhibition, usual class: inhibitors | 360,000 compounds, 4.4% hits | AID 504333; note: % is set by controls: 0 for no effect and ±100 for the full control effect; nearly all actives have a fitted effect of over 60% in size
# Target sequence (Q9UIF8 whole entry, looked up): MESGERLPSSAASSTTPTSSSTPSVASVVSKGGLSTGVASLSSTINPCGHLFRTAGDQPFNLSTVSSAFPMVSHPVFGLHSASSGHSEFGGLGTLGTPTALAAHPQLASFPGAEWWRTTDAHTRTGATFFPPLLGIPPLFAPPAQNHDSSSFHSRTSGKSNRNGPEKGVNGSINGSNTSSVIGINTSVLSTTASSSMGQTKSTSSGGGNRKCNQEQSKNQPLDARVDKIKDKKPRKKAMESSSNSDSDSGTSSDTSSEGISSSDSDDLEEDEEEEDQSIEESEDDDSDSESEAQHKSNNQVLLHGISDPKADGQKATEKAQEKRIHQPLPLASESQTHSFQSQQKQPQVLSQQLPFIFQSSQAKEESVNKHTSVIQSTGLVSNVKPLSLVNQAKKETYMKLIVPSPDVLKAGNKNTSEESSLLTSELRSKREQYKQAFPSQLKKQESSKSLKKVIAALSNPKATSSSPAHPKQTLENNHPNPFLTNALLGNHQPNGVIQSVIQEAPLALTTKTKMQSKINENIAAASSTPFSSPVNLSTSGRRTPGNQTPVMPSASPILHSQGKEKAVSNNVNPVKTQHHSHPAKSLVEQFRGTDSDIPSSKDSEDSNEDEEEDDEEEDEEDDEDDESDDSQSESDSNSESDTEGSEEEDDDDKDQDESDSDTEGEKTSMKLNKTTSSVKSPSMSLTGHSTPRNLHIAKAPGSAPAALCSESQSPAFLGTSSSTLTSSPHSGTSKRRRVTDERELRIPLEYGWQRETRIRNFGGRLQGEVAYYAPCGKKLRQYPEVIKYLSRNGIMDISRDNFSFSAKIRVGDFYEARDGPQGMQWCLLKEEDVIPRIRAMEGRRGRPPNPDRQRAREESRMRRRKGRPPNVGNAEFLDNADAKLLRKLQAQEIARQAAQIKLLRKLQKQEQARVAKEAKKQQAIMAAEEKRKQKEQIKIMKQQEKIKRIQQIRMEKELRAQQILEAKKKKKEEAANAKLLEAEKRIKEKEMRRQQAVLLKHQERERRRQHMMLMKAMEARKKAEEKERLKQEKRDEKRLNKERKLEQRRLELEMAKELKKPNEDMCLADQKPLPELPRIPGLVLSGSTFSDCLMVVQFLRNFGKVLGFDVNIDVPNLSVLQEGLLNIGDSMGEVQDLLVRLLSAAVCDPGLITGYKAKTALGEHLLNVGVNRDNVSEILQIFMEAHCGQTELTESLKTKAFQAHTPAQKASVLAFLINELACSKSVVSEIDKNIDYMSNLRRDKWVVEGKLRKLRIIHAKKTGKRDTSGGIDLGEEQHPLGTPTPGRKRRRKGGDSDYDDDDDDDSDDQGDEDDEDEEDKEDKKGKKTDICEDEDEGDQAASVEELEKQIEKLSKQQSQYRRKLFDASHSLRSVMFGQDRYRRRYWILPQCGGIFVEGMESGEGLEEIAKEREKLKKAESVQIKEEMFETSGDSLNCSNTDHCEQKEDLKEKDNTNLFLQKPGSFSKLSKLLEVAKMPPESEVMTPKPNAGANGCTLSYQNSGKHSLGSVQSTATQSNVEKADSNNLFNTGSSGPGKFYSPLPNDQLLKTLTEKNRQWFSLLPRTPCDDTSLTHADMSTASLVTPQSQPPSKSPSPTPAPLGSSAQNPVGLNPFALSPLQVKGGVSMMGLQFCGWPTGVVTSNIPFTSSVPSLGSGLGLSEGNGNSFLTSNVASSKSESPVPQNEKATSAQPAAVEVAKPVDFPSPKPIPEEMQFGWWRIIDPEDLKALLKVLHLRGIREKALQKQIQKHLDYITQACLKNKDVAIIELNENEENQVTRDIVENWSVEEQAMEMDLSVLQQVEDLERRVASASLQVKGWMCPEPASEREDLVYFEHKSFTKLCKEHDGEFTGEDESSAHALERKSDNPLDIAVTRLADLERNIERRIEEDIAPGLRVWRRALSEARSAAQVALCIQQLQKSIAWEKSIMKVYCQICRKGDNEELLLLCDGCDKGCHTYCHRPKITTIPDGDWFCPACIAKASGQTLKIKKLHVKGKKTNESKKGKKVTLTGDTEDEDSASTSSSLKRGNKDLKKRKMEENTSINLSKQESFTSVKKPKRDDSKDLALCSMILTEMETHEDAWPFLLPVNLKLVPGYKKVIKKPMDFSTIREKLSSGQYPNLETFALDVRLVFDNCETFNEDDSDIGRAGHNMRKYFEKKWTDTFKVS
#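 BAZ2B 50 nM plus b-H3(5-23)K14Ac 50 nM, PBS pH 7.4/0.01% Tween-20, 30 min RT; compound added (max 110 uM), 30 min RT; streptavidin donor/Ni-chelate acceptor beads 10 ug/mL final, 20 min dark; AlphaScreen read.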
# POLK inh – inhibitors of human DNA polymerase kappa; Potency, µM (highest dose often 107 µM), for inactives: top-dose activity, negative = inhibition, usual class: inhibitors; purified Pol kappa, fluorescent DNA synthesis assay, 10 min; 400,000 compounds, 0.53% hits; Q9UBT6; note: % is set by controls: 0 for no effect and ±100 for the full control effect
#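 Here, compound and 10 nM enzyme are combined for 15 min at room temperature; adding 50 nM substrate (final) starts DNA synthesis, tracked by fluorescence at 0 and 10 min against buffer-only wells.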
# POLI inh – DNA polymerase iota (human) inhibition. Q9UNA4. 390,000 compounds, 1% hits. Potency, µM (top dose mostly 115 µM), without a hit: at the highest dose activity, negative = inhibition, actives largely listed as inhibitors. Pol iota fluorescent replication assay, 10 min
#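 Pol iota at 10 nM preincubated 15 min with compounds at room temperature; reaction started with fluorescent substrate, 50 nM final. Fluorescence read kinetically at 0 and 10 min; buffer-only wells as negative control.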
# G9a inh – inhibitors of human histone lysine methyltransferase G9a. Q96KQ7. G9a H3K9 monomethylation, AlphaScreen, 2 h. Potency, µM (series often up to 102 µM), for the others: at the highest dose activity, negative = inhibition, hits mostly inhibitors. 350,000 compounds, 8.8% hits. AID 504332; note: % is set by controls: 0 for no effect and ±100 for the full control effect; nearly all actives have a fitted effect of over 75% in size
#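 G9a (20 nM) preincubated 15 min RT with compounds, then 500 nM biotinylated H3K9 peptide and 20 uM SAM added; 2 h RT reaction. Monomethyl-H3K9 product detected by AlphaScreen with anti-H3K9me1 antibody, streptavidin donor and anti-rabbit IgG acceptor beads.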
# Apoferritin bind – binds horse apoferritin like a general anesthetic | apoferritin/1-aminoanthracene competitive binding, fluorescence | Potency, µM (series often up to 77.5 µM), for the others: at the highest dose activity change, negative = displacement, usual class: inhibitors | 350,000 compounds, 0.074% hits | AID 485281; note: % is set by controls: 0 for no effect and ±100 for the full control effect; nearly all actives have a fitted effect of over 20% in size
#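 Horse-spleen apoferritin (10 uM) was mixed with 50% saturated 1-aminoanthracene in PBS, exposed to compounds for 10 min at room temperature, and read for fluorescence (ex 380 nm, em 535 nm). Competitive displacement was fitted with a four-parameter Hill equation.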
# APE1 inh – blocks human APE1 abasic DNA cleavage | P27695 | recombinant APE1, TAMRA/BHQ-2 abasic DNA cleavage fluorescence | Potency, µM (highest dose often 65.8 µM), without a hit: at the top dose activity change, negative = inhibition, most hits filed as inhibitors | 350,000 compounds, 0.35% hits;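 note: plate controls were vehicle for no effect and reference inhibitor for full effect; nearly all actives have a fitted effect of over 55% in size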
#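 Measures dequenching upon AP-site incision of a 5'-TAMRA/3'-BHQ-2 THF-containing duplex, 50 nM; human APE1 0.75 nM after 15 min room-temperature exposure to compound; kinetic three-point read at one-minute spacing.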
# POLH inh – DNA polymerase eta (human) inhibition; Potency, µM (series often up to 114 µM), inactives show at the highest dose activity change, negative = inhibition, most hits filed as inhibitors; recombinant Pol eta, fluorescent DNA replication assay; Q9Y253; AID 588591; 390,000 compounds, 1.2% hits; note: % is set by controls: 0 for no effect and ±100 for the full control effect
#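 Fluorescent replication assay: 50 nM final substrate added after a 15 min room-temperature compound preincubation with 10 nM enzyme. Signal taken at 0 min and again at 10 min.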
# BLM helicase inh – blocks DNA unwinding by human BLM helicase | P54132 | Potency, µM (highest dose often 56.1 µM), inactives show at the top dose activity change, negative = inhibition, hits mostly inhibitors | recombinant BLM DNA unwinding, fluorescence dequenching | 350,000 compounds, 0.2% hits | AID 2528;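 note: plate controls were vehicle for no effect and no enzyme for full effect; nearly all actives have a fitted effect of over 35% in size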
# Numbers without * were called inactive; ? = inconclusive; / = not tested or not shown; [ ] = remark or other dose. Calls come from the whole dose curve; as a rule, active = well fitted curve in the direction sought with a large enough effect; inconclusive = small, poorly fitted or top-dose-only effect, or another doubt; inactive = no such curve, though single readings can be large; an effect the other way counts as inactive or inconclusive. Potency is the fitted concentration of half-maximal effect.
# Preview:
SMILES,POLB inh,BAZ2B block,POLK inh,POLI inh,G9a inh,Apoferritin bind,APE1 inh,POLH inh,BLM helicase inh
O=C(O)c1cc([N+](=O)[O-])c(Nc2cccc3ccccc23)c([N+](=O)[O-])c1,15%,?,0%,5%,45µM*,-24%,19%,-12%,5%
O=C(NCCc1ccccc1)C1CCCN(S(=O)(=O)c2cccs2)C1 (stereo not drawn),-2%,-2%,0%,24%,-7%[59 µM],-4%,-2%,-14%,0%
Cc1ccc(C(=O)NCCc2ccc(S(N)(=O)=O)cc2)cc1[N+](=O)[O-],40%,10%,-6%,-1%,10%,-3%,10%,-22%,-2%

# The whole of this part (from the top)
SMILES,POLB inh,BAZ2B block,POLK inh,POLI inh,G9a inh,Apoferritin bind,APE1 inh,POLH inh,BLM helicase inh
O=C(O)c1cc([N+](=O)[O-])c(Nc2cccc3ccccc23)c([N+](=O)[O-])c1,15%,?,0%,5%,45µM*,-24%,19%,-12%,5%
O=C(NCCc1ccccc1)C1CCCN(S(=O)(=O)c2cccs2)C1 (stereo not drawn),-2%,-2%,0%,24%,-7%[59 µM],-4%,-2%,-14%,0%
Cc1ccc(C(=O)NCCc2ccc(S(N)(=O)=O)cc2)cc1[N+](=O)[O-],40%,10%,-6%,-1%,10%,-3%,10%,-22%,-2%
CCc1ccccc1N1CC(C(=O)O)CC1=O (stereo not drawn),20%,4%,-3%,-1%,11%[12.7 µM],9%,14%,-4%,-4%
O=C(Nc1ccc(N2C(=O)C3C4C=CC(C4)C3C2=O)cc1)Nc1nncs1 (stereo not drawn),-3%,5%,-15%,?,?,?,-4%,-10%,1%
Cc1ccc(F)cc1NC(=O)N1CCNC(=O)C1CC(=O)Nc1cc(Cl)ccc1Cl (stereo not drawn),11%,3%,-16%,16%,75%[activator],-4%,12%,-20%,-5%
CCC(=O)N1CCC2(CC1)Oc1ccc(F)cc1C(=O)C21CC(c2cccnc2)=NO1 (stereo not drawn),-20%,3%,18%,-11%,29%[59 µM],-4%,-1%,-4%,0%
Cc1nc2c(-c3ccccc3)c[nH]n2c(=O)c1Cc1ccccc1,3%,/,-1%,-6%,19%,-4%,-3%,-15%,0%
CCc1ccccc1NC(=O)/C(C#N)=C/c1ccc(Sc2ccccc2)o1,13%,-3%,-8%,-22%,8%[59 µM],-8%,-8%,-3%,-11%
Cc1c(CC(=O)N[C@@H](C)C(=O)O)c(=O)oc2cc3occ(-c4ccccc4)c3cc12,16%,-18%,6%,15%,-5%,5%,-8%,?,3%
COC(=O)c1cn(C(=O)c2ccc(F)cc2)c2ccccc12,-19%,26%,-8%,45%[activator],29%,-8%,6%,-19%,-2%
CC1(C)CC(=O)c2sc(NS(=O)(=O)c3ccccc3)nc2C1,0%,-16%,2%,-3%,/,-8%,-1%,-3%,1%
Cc1ccc(NC(=O)c2sc3nc[nH]c(=O)c3c2C)cc1Cl,-3%,0%,-17%[60.1 µM],-24%,22%[59 µM],41%[activator],/,0%,-2%
Clc1ccc(SCc2cc(N3CCOCC3)nc(-c3ccccn3)n2)cc1,7%,-17%,-2%,18%,3%,-11%,2%,3%,2%
Nc1ccc2oc(-c3cccc4ccccc34)nc2c1,16%,29%,7%,-13%,19%[2.33 µM],-7%,-1%,-22%,4%
CCN(CC)CCNC(=O)c1ccc(Cn2c(=O)c3cccn3c3cccnc32)cc1,20%,-20%,-2%,?,1%[59 µM],?,/,/,21%
CCOC(=O)c1c(C)[nH]c(C(=O)COC(=O)CNC(=O)c2ccc(Cl)cc2Cl)c1C,5%,8%,-3%,-6%,6%[59 µM],5%,?,-16%,-1%
COc1cc2c(cc1O)[C@@H]1Cc3cc(O)c(OC)cc3[C@H](C2)N1C,-7%,3%,12%,-3%,15%[59 µM],-4%,-4%,-4%,4%
CCOc1ccc(-n2nc(C(=O)N3CCN(CC)CC3)c3ccccc3c2=O)cc1,31%,0%,0%,-4%[58.9 µM],11%[59 µM],3%,1%,-12%,-13%
COc1ccc(-c2c(-c3cc(OC)cc(OC)c3)n(C)c3ccc(-c4ccc(OC)cc4F)cc23)cc1,/,-8%,-6%,-2%,1%[0.501 µM],/,4%,-8%,/
Cc1ccc(N2CC(C(=O)Nc3nc4ccc(S(C)(=O)=O)cc4s3)CC2=O)cc1C (stereo not drawn),2%,-3%,-1%,?,?,-14%,1%,-3%,-6%
O=C(NCc1nnc(SCC(=O)N2CCCC2)o1)c1ccccc1F,4%,-2%,6%,8%,6%[12.7 µM],2%,6%,-4%,0%
COc1cccc2[nH]c3c(N4CCN(Cc5ccc6c(c5)OCO6)CC4)ncnc3c12,-12%,35µM*,/,/,45µM*,-16%,-11%,/,-8%
COc1ccc(CC(=O)NCC2(c3ccc(OC)c(OC)c3)CCOCC2)cc1,5%,-12%,-1%,39%[activator],12%[59 µM],-15%,-1%,-14%,3%
Cc1n[nH]c(C)c1S(=O)(=O)N1CCN(c2ccccn2)CC1,17%,6%,0%,12%,6%[59 µM],-3%,1%,-22%,-1%
SMILES,POLB inh,BAZ2B block,POLK inh,POLI inh,G9a inh,Apoferritin bind,APE1 inh,POLH inh,BLM helicase inh
O=S(=O)(NCCN1CCOCC1)c1cc(Cl)ccc1Cl,0%,-5%,2%,18%,9%,3%,15%,-14%,-2%
COc1ccc(Nc2nnc(SCC3CCCCO3)s2)cc1 (stereo not drawn),3%,-22%,-3%,29%,?,?,-6%,-19%,-3%
O=C(N/N=C/c1ccc(OCC(=O)N2CCCCC2)cc1)c1ccccc1,10%,-24%,-8%,-3%,?,-19%,-1%,-5%,1%
O=C(O)/C=C/C(=O)Nc1ccccc1-c1ccccc1NC(=O)/C=C/C(=O)O,11%,-1%,-11%,28%,10µM*,-3%,14%,0%,-3%
COc1cccc(CNC(=O)CCCSc2ccccc2)c1,27%,17%,-2%,49%[activator],20%,-5%,-15%,-10%,-10%
CSc1ccc(CN(C)C(=O)c2cc(S(=O)(=O)NCc3ccccc3)ccc2C)cc1,/,-1%,-7%,21%,8%[0.501 µM],/,-2%,-26%,/
COc1ccc(OC)c(C2CC(=O)Oc3c2c(=O)n(C)c2ccccc32)c1 (stereo not drawn),-14%,-13%,-28%,-3%,-13%[59 µM],-2%,/,-7%,-3%
CN(Cc1ccco1)c1nc(-c2cccnc2)nc2ccccc12,/,/,?,/,-1%[0.501 µM],/,?,/,-6%
CC(C)[C@H](NC(=O)c1ccccc1Cl)C(=O)OCC(=O)Nc1ccc(S(=O)(=O)N2CCOCC2)cc1,/,/,-9%,-9%,/,/,5%,-10%,/
CC1(C)O[C@@H]2[C@H](O1)[C@@H](COS(=O)(=O)O)O[C@H]2n1cc(Br)c(=O)[nH]c1=O,/,/,13%,-25%,/,/,34%,1%,/
Cc1ccc(-n2c(SCC(=O)Nc3cccc(S(=O)(=O)NC4=NCCCCC4)c3)nc3ccccc3c2=O)cc1C,13%,-8%,-3%,7%,17%[59 µM],-12%,-4%,-11%,4%
CC(=O)n1cc([C@H]2C=C(C(=O)N3CCN(Cc4ccccc4)CC3)O[C@@H](OCc3ccc(CO)cc3)C2)c2ccccc21,?,?,-5%,20%,?,-14%,-1%,-8%,-3%
NC(=O)c1cc(S(=O)(=O)NCC2CCC(C(=O)Nc3ccc(Cl)cc3)CC2)cs1 (stereo not drawn),-17%,-1%,-16%,28%,4%[59 µM],4%,/,-5%,-7%
CCN(CC)S(=O)(=O)c1ccc(N2CCCC2)c(NS(=O)(=O)c2ccc(F)cc2)c1,11%,-6%,-6%,2%,?,4%,25%,-14%,5%
O=C(NC1CCCCC1)C(c1ccco1)N(C(=O)c1csnn1)c1cccc(Cl)c1 (stereo not drawn),-14%,-14%,3%,85%[activator],-38%,?,54%[activator],-20%,-2%
CC(=NNC(=O)c1ccc2nc[nH]c2c1)c1ccc(Br)cc1,/,/,-8%,16%,/,/,-1%,-1%,/
CCc1ccccc1NC(=O)C(Cc1ccccc1)c1nn[nH]n1 (stereo not drawn),11%,-6%,-11%,-2%,2%[0.501 µM],-3%,2%,0%,2%
O=C(Cc1ccccc1)Nc1ccc(C(=O)NCC2COc3ccccc3O2)cc1 (stereo not drawn),9%[57.1 µM],3%,-8%,115%[activator],?,-20%,-2%,4%,-3%
CCCc1nc2sc3c(N4CCC(C)CC4)ncnc3c2c2c1CCCC2,-2%,-1%,-4%,8%,6%[59 µM],-7%,/,-21%,0%
O=C(OC1CCOC1=O)c1cc(-c2ccccc2)nc2ccccc12 (stereo not drawn),?,5%,-11%,2%,11%[59 µM],-21%,-3%,-2%,-5%
CC(C)(C)Nc1c(N)c(=O)oc2ccccc12,33%[activator],-3%,-7%,5%,-2%[59 µM],-9%,-7%,-3%,6%
CC(C)(CC(=O)O)CC(=O)N1CCN(c2nc3ccc(Cl)cc3s2)CC1,1%,-2%,17%,-12%,13%[0.501 µM],9%,-16%,-13%,0%
COc1cccc(C(=O)/C=C/c2ccc(OCC#N)c(OC)c2)c1,-1%,-7%,-13%,?,-5%[59 µM],-13%,5%,?,0%
O=S(=O)(c1ccc(Cl)cc1)N1CCN(S(=O)(=O)N2CCCCCC2)CC1,-2%,-7%,0%,40%[activator],/,-7%,-2%,-14%,6%
COc1ccc(S(=O)(=O)N2CCC(C(=O)Nc3ccccc3)CC2)cc1OC,23%,3%,-5%,26%,3%[59 µM],-2%,/,-17%,-2%
Cc1ccc(C(=O)Nc2ncc(Cc3ccc(F)cc3)s2)o1,10%,-11%,-6%,21%,7%[59 µM],?,-6%,-23%,-11%
O=C(N1CCOCC1)N1CCC(c2nc(-c3ccc(S(=O)(=O)N4CCOCC4)cc3)no2)CC1,?,0%,14%,21%,-14%[2.33 µM],-5%,5%,-20%,1%
O=C(NCCc1ccccc1Cl)c1ccc2c(c1)nc1n2CCCCC1,39%[activator],2%,-21%[60.1 µM],-8%,16%[59 µM],-4%,/,-7%,-2%
O=C(Nc1ccc(N2CCOCC2)cc1)c1ccc(-c2ccccc2[N+](=O)[O-])o1,?,?,-8%,130%[activator],18µM*,-13%,-7%,-14%,-7%

# The list is partial. The share of hits here may be higher or lower than overall.
